From PubChem BioAssay
CHT block: inhibitors of human choline transporter CHT; Q9GZV3; CHT-expressing cells, membrane potential dye, choline response; active compounds read low; B-score at 10 µM; hit rate 0.86% among 310,000;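 active means B-score over 3 SD under the library average, and starting fluorescence ratio not unusually high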;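 further: choline stimulus applied at its EC90 after an EC20 pre-addition; B-score computed on integrated fluorescence ratio after choline addition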
Target sequence (Q9GZV3 whole entry, looked up): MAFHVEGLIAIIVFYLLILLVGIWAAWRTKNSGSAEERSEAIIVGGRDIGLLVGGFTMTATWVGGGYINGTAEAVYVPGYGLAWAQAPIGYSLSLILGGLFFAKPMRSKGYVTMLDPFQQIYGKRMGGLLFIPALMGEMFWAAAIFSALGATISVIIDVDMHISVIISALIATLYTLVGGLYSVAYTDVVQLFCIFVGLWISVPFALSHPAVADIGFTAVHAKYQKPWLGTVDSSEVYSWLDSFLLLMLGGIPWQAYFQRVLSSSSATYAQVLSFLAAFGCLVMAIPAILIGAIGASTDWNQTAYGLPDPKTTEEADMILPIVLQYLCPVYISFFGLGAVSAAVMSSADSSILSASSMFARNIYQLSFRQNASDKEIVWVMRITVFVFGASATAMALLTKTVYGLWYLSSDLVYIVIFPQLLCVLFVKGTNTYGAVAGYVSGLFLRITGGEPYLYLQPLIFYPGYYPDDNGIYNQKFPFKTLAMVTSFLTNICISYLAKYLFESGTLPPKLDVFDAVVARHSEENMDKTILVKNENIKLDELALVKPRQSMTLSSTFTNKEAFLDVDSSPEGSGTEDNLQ
CHT PAM: allosterically activates the human high affinity choline transporter. B-score at 10 µM. AID 488977. Q9GZV3. hit rate 0.49% among 310,000. CHT-expressing cells, membrane potential dye, choline EC20; active compounds read high; LV-AA mutant CHT in HEK293 cells;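 active means initial fluorescence not abnormally high and integrated response B-score, plate-corrected, over 3 SD above library mean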
* marks the source's active call; other numbers are inactive results; i = inactive.

nr	SMILES	CHT block	CHT PAM
1	Cc1ccc2sc(N(CCCN(C)C)C(=O)c3ccc(S(=O)(=O)N4CCc5ccccc5C4)cc3)nc2c1C	i	i
2	O=C(Nc1nnc(-c2ccncc2)o1)c1cccc(N2C(=O)CCC2=O)c1	i	i
3	Cc1ccc(S(=O)(=O)N2CCN(C(=O)c3ccccc3Cc3ccccc3)CC2)c(C)c1	i	i
4	COc1ccc(-c2c(=O)n(OC)c3ccccc3[n+]2[O-])cc1OC	i	i
5	Cc1ccc(S(=O)(=O)N2CCN(C(=O)Cc3sc(C)nc3-c3ccc(F)cc3)CC2)c(C)c1	i	i
6	COc1ccc(/C(N)=N/OC(=O)C2CCCCC2)cc1	i	i
7	O=C(CSc1nnc(CNC(=O)c2cccs2)o1)NCc1ccc(F)cc1	i	i
8	Cc1ccc2sc(N3CCN(C(=O)C4=COCCO4)CC3)nc2c1C	i	i
9	COc1ccc(C(=O)O)cc1S(=O)(=O)N1CCCc2ccccc21	i	i
10	CC1(NC(=O)c2cccc(S(=O)(=O)N3CCN(c4ccc(F)cc4)CC3)c2)CCS(=O)(=O)C1 (stereo not given)	i	i
11	COc1cccc(CN2C(=NC(=O)CCC3CCCC3)SC3CS(=O)(=O)CC32)c1 (stereo not given)	i	i
12	O=[N+]([O-])C(=C1SCCS1)C(=C(Cl)Cl)N1CCCCC1	i	i
13	C(=N\NC1=Nc2cccc3cccc1c23)/c1ccccc1	i	i
14	CCn1c(CSc2nc(C)cc(C)n2)nnc1SCC(=O)Nc1nc(-c2ccccc2)cs1	i	i
15	COc1ccccc1CNC(=O)C1CCCN(S(=O)(=O)c2cccc3cccnc23)C1 (stereo not given)	i	i
16	O=C1CCc2cc(S(=O)(=O)N3CCCCC3)cc3c2N1CC3	i	i
17	Cc1ccc2c(c1)c1n[nH]c(=S)nc1n2CCc1ccccc1	i	i
18	CCN(CC(=O)Nc1c(F)cccc1F)C(=O)c1ccc(N2CCCC2)c([N+](=O)[O-])c1	i	i
19	CCCSc1ccc([C@@H]2[C@H]3C(=O)N(CC)C(=O)[C@H]3[C@]3(C(=O)OC)CCCCN23)cc1	i	i
20	CC(NC(=O)C(c1ccccc1)c1ccccc1)c1ccccc1 (stereo not given)	i	i
21	CCOc1cc(/C=N/n2cnnc2)ccc1OC(=O)c1cccc([N+](=O)[O-])c1	i	i
22	Cc1ccc(Sc2ccc(CN3CCCCC3)cc2[N+](=O)[O-])cc1	i	i
23	Cc1cc(C(=O)Nc2cccc(O)c2)co1	i	i
24	CCOc1ccc(C2=Nn3c(nnc3-c3ccco3)SC2)cc1	i	i
25	Cc1cccc(OCC(=O)NNC(=O)C2CCCCC2C(=O)O)c1 (stereo not given)	i	i
26	COc1cc(NC(=O)c2cc3nc(C)cc(C)n3n2)c(OC)cc1Cl	i	i
27	COc1cccc(-n2nnnc2SCC(=O)Nc2ccc(OC)cc2OC)c1	i	i
28	Cc1ccc(C(=O)N/N=C\c2cccn2C)cn1	i	i
29	NS(=O)(=O)c1ccc(CNC(=O)/C=C/c2c(Cl)cccc2Cl)cc1	i	i
30	CCN1CCN(c2c(Cl)cccc2NC(=O)c2cccs2)CC1	i	i
31	CN(c1ccccc1C(=O)Nc1ccc(S(=O)(=O)N2CCOCC2)cc1)S(=O)(=O)c1ccccc1	i	i
32	Cc1ccc(CNS(=O)(=O)c2ccc3c(c2)C(C)(C)C(=O)N3C)cc1	i	i
33	Cc1cc(C)c2c(N)c(C(=O)NNC(=O)c3ccccc3)sc2n1	i	i
34	Cc1cc([N+](=O)[O-])ccc1NC(=O)CSc1nccc(=O)[nH]1	i	i
35	CCc1ccc(OCC(=O)Nc2nnc(-c3ccco3)s2)cc1	i	i
36	Cc1cccc(N2C(=O)CCC2=O)n1	i	i
37	Nc1c(C(=O)NCc2ccc3c(c2)OCO3)nnn1Cc1ccc(Br)cc1	i	i
38	COc1ccc(NC(=O)c2ccc(C#N)cc2)cc1NS(=O)(=O)c1ccc(F)cc1	i	i
39	COc1cc([N+](=O)[O-])ccc1NC(=O)Nc1cccnc1	i	i
40	CC(NC(=O)c1ccccc1Br)C1CC2CCC1C2 (stereo not given)	i	i
41	COc1cc(C=Nc2c(C)cc(C)cc2C)ccc1OC(C)=O	i	i
42	COc1ccc(C(=O)Oc2cc(C)c(CN3CCOCC3)cc2C)cc1OC	i	i
43	COc1ccc(NS(=O)(=O)c2cccc(NC(=O)CCC(=O)c3ccc(Cl)cc3)c2)cc1	i	i
44	COCCCNC(=S)NC(=O)c1ccc(C)cc1	i	i
45	CC(NC(=O)COC(=O)c1ccc(Cl)cc1O)c1ccc(F)cc1 (stereo not given)	i	i
46	Cc1cccc(-n2cc(CN3CCCN(C=O)CC3)c(-c3cccc(F)c3)n2)c1	i	i
47	CCC1Oc2ccccc2N(CC(=O)NCCN2CCc3ccccc3C2)C1=O (stereo not given)	i	i
48	Cn1c(=O)c2c(n(Cc3ccccc3)c1=O)NC(=O)C2CC(=O)O (stereo not given)	i	i
49	O=C(COC(=O)/C=C/c1ccc2c(c1)OCO2)NC1CCS(=O)(=O)C1 (stereo not given)	i	i
50	Cc1ccc(F)cc1NC(=O)Nc1cc(C(C)(C)C)nn1C	i	i

Remaining list, next part.
nr	SMILES	CHT block	CHT PAM
51	O=C(O)CC1=C(c2ccc(F)cc2)CCC1=O	i	i
52	COc1ccccc1N(CC1CO1)S(=O)(=O)c1ccc(C)cc1 (stereo not given)	i	i
53	CC1Cc2ccccc2N1C(=O)CSc1nncn1C (stereo not given)	i	i
54	COc1ccc(C)cc1NS(=O)(=O)c1cccc2nonc12	i	i
55	N#C/C=C1\Sc2ccccc2C(=O)N1CC(=O)N1CCN(S(=O)(=O)c2ccccc2)CC1	i	i
56	CS(=O)(=O)Oc1ccccc1/C=C1/N=C(c2ccc(F)cc2)OC1=O	i	i
57	O=C(Nc1cccnc1)c1cccc(S(=O)(=O)N2CCc3ccccc32)c1	i	i
58	O=C(c1cnn(-c2ccccc2)c1)c1ccc2ccccc2c1O	i	i
59	COC(=O)C(C)Sc1nc2c(c(=O)[nH]c(=O)n2C)n1CCCc1ccccc1 (stereo not given)	-9.3*	i
60	Cc1onc(-c2ccccc2)c1C(=O)Oc1cccnc1	i	i
61	O=C1C2C(c3ccccc3)(C(=O)N1c1ccc(Cl)cc1)C2(c1ccccc1)c1ccccc1 (stereo not given)	i	i
62	COc1ccc(NC(=O)CSc2nc(N)c3cc4c(nc3n2)CCCC4)c(OC)c1	i	i
63	O=C1C2C3C=CC(C3)C2C(=O)N1Cc1cccnc1 (stereo not given)	i	i
64	CCCC(=O)Nc1cnc(NC(=O)c2cccc(F)c2)cc1C	i	i
65	COC(=O)c1ccccc1NC(=O)C1CC(=O)N(c2ccc(OC)cc2)C1 (stereo not given)	i	i
66	CCOC(=O)C1CCN(c2ncnc3cc(OC)c(OC)cc23)CC1	i	i
67	O=C1NC2(CCCCC2)C(=O)N1Cc1cccc(C(F)(F)F)c1	i	i
68	CC(C)Cc1nc2oc3c(=O)[nH]cnc3c2c2c1CCC2	i	i
69	CCCCn1c(SCc2ccccn2)nc2c1c(=O)n(C)c(=O)n2C	i	i
70	Cc1snc(SCc2ccc(Cl)cc2)c1C#N	i	i
71	CCCCOC(=O)NC1CCS(=O)(=O)C1 (stereo not given)	i	i
72	CCCc1cc(C(=O)Nc2sc(C(C)=O)c(C)c2C(=O)OCC)no1	i	i
73	CC(=O)c1cc(C)ccc1OC(=O)c1ccco1	i	i
74	COc1ccc(C(=O)COC(=O)CCS(=O)(=O)c2ccc(C)cc2)c(OC)c1	i	i
75	CCC1CCCCN1CCCNC(=O)c1ccc(N2CCOCC2)c(NS(=O)(=O)c2ccc(OC)cc2)c1 (stereo not given)	-6.8*	i
76	COC(=O)/C(=C/c1ccccc1)NC(=O)c1ccco1	i	i
77	COc1ccc(OC)c(S(=O)(=O)Nc2ccc(C)c(C)c2)c1	i	i
78	COc1cc(/C=C(/Sc2nnc(-c3ccc(F)cc3)o2)C(=O)O)ccc1OC(F)F	i	i
79	CCNc1c(NS(=O)(=O)c2ccc(F)c(Cl)c2)c(=O)oc2ccccc12	i	i
80	CCOC(=O)c1c(NC(=O)COc2ccccc2)sc2c1CC(C)(C)NC2(C)C	i	i
81	O=C(C[n+]1cc(Br)cc(Br)c1)c1ccc(-c2ccccc2)cc1	i	i
82	CC(=O)N1CCN(c2ccc(Oc3ncnc4sccc34)cc2)CC1	i	i
83	CCC(C)C(=O)Nc1nnc(SCC(=O)N2C(C)CCCC2C)s1 (stereo not given)	i	i
84	Cn1c(=O)c2ccccc2n2c(=S)[nH]nc12	i	i
85	O=[N+]([O-])c1ccc2nc(NS(=O)(=O)c3ccc(F)cc3)sc2c1	i	i
86	O=C(/C=C/c1ccc(Cl)cc1)NCCN1CCOCC1	i	i
87	COc1ccc(-c2[nH]c(-c3ccc(SC)cc3)nc2SCC(=O)Nc2nccs2)cc1	i	i
88	CC(C)(C)CC(C)(C)NC(=O)c1ccc2snnc2c1	i	i
89	COc1ccc(N(C)S(=O)(=O)c2ccc(C)cc2)c([N+](=O)[O-])c1	i	i
90	CN1CCN(C(=O)C2=C[C@H](c3ccc(C(F)(F)F)cc3)C[C@H](OCc3ccc(CO)cc3)O2)CC1	i	i

Reprinted from the part before: 2 entries; new compounds follow.
nr	SMILES	CHT block	CHT PAM
89	COc1ccc(N(C)S(=O)(=O)c2ccc(C)cc2)c([N+](=O)[O-])c1	i	i
90	CN1CCN(C(=O)C2=C[C@H](c3ccc(C(F)(F)F)cc3)C[C@H](OCc3ccc(CO)cc3)O2)CC1	i	i
91	CCOC(=O)c1cc(S(=O)(=O)NCCc2ccccc2)cn1C	i	i
92	COc1ccc(NS(=O)(=O)c2cccc3nonc23)c(OC)c1	i	i
93	Cc1cc(F)ccc1NC(=O)c1cc(S(=O)(=O)N2CCc3ccccc32)cn1C	i	i
94	Cc1ccc(NC(=O)CSc2nnc(-c3cc(C)[nH]n3)n2N)cc1	i	i
95	COCCOC(=O)c1c(C)n(C)c2ccc(OC(=O)C3CC3)cc12	i	i
96	O=C(OCC(=O)N1CCCCC1)c1c[nH]c(=O)[nH]c1=O	i	i
97	O=C(O/N=C(/c1ccccc1)c1ccncc1)c1ccc(F)cc1	-9.7*	i
98	COc1ccccc1CNC(=S)NCc1ccc(F)cc1	i	i
99	C/C=C(/C)C(=O)O[C@@H]1[C@H](OC(C)=O)c2c(ccc3ccc(=O)oc23)OC1(C)C	i	i
100	CCCn1c(C)cc(C(=O)CN2C(=O)c3ccccc3C2=O)c1C	i	i
101	COc1ccc(/C=c2/sc3nc(-c4ccccc4)c(-c4ccccc4)n3c2=O)cc1	i	i
102	CCN(CC)CCNC(=O)CCc1nnc2ccc(N3CCC(C)CC3)nn12	i	i
103	Cc1cc(Cn2nc(-c3ccccc3)cc2C(=O)NCC2CC2)on1	i	i
104	CC(NC(=O)C1CCN(S(=O)(=O)c2cccc3cccnc23)CC1)c1ccccc1 (stereo not given)	i	i
105	CN1C2CCC1CC(NC(=O)c1ccc([N+](=O)[O-])cc1)C2 (stereo not given)	i	i
106	O=C(CC(c1ccccc1)c1ccccc1O)NCCN1CCOCC1 (stereo not given)	i	i
107	Cc1ccc(-n2c(SCC(=O)OC(C)C)nnc2-c2ccco2)cc1	i	i
108	O=S(=O)(Nc1cccc(-c2cn3c(n2)SCC3)c1)c1ccccc1	i	i
109	CCOC(=O)C(/C(C)=N/NC(=O)c1ccccc1[N+](=O)[O-])C(C)C (stereo not given)	i	i
110	O=C(NCCOc1ccccc1Cl)C(=O)c1c[nH]c2ccccc12	i	i

Looked up one by one from the entries so far, 2 records:
nr	SMILES	CHT block	CHT PAM
109	CCOC(=O)C(/C(C)=N/NC(=O)c1ccccc1[N+](=O)[O-])C(C)C (stereo not given)	i	i
104	CC(NC(=O)C1CCN(S(=O)(=O)c2cccc3cccnc23)CC1)c1ccccc1 (stereo not given)	i	i

Additional compounds follow:
nr	SMILES	CHT block	CHT PAM
111	CCc1cccc(NC(=O)Cn2c(-c3ccccc3)cc(C(C)=O)c2C)c1	i	i
112	Cc1cccc(NC(=O)N2CCCC(CNC(=O)c3ccccc3Cl)C2)c1C (stereo not given)	i	i
113	Cn1c(=O)c2c(nc(NC(Cc3ccccc3)C(=O)O)n2Cc2ccccc2)n(C)c1=O (stereo not given)	i	i
114	Cc1ccc(C(=O)Nc2ncc(Cc3ccc(F)cc3)s2)o1	i	i
115	COc1ccc(CCNc2nnc(C)c(=O)[nH]2)cc1OC	i	i
116	Cc1nc(SCC(=O)Nc2ccc3c(c2)OCO3)c(C#N)c2c1CCCC2	i	i
117	C=CCn1c(C(O)c2ccccc2)nc2ccccc21 (stereo not given)	i	i
118	Cc1c(NC(=O)C(C)NCC2CCCO2)c(=O)n(-c2ccccc2)n1C (stereo not given)	i	i
119	O=[N+]([O-])c1ccc2nc(-c3cccnc3)[nH]c2c1	i	i
120	O=C(NCc1ccc2c(c1)OCO2)C1CCN(S(=O)(=O)c2ccc(Br)s2)CC1	i	i
121	C[C@@H]1NC(=O)[C@H](CC(N)=O)NC(=O)c2cc([N+](=O)[O-])cc(I)c2OCC[C@@H](C(=O)NC(CC(=O)O)C(N)=O)NC1=O (stereo not given in full)	i	i
122	COc1ccc(NC(=O)COC(=O)c2ccc(OCc3c(C)noc3C)cc2)cc1OC	i	i
123	COCCOC(=O)c1[nH]c2c(c1C)C(=O)C(C(=O)OC)C(C)C2 (stereo not given)	i	i
124	Cc1ccccc1S(=O)(=O)Cc1ccc(C(=O)NC2CCCCC2)o1	i	i

Given as labelled records: four of the compounds above.
(38) COc1ccc(NC(=O)c2ccc(C#N)cc2)cc1NS(=O)(=O)c1ccc(F)cc1
  CHT block: i; CHT PAM: i

(39) COc1cc([N+](=O)[O-])ccc1NC(=O)Nc1cccnc1
  CHT block: i; CHT PAM: i

(40) CC(NC(=O)c1ccccc1Br)C1CC2CCC1C2 (stereo not given)
  CHT block: i; CHT PAM: i

(41) COc1cc(C=Nc2c(C)cc(C)cc2C)ccc1OC(C)=O
  CHT block: i; CHT PAM: i

The order is random. About 1.5% of those tested had a hit in this group.
